PGC1a acetyl inh: inhibitors of PGC1a acetylation signal, primary screen, cell-based, U2OS, AlphaScreen, inhibitor mode; AlphaScreen anti-acetyl-lysine; with virally co-expressed GCN5 acetyltransferase; inhibition, % at 15.6 µM; 350,000 tested, 0.17% active; AID 651687, 2012;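 active means every replicate shows inhibition of at least 40%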;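 further: 0% = neutral control wells and 100% = positive control wells; some results beyond the cut were filed as inactive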
Cneo AK release: Cryptococcus neoformans cell lysis inducers, primary screen, AK release luminescence, single concentration. C. neoformans lysis, adenylate kinase release luminescence, 4 h; normalised: neutral wells 0, clomiphene wells 100. lysis activity, % at 15 µM. 360,000 tested, 0.2% active. AID 651654, 2012;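 active means mean lysis activity across replicates of at least 80%, whatever share of replicates individually reach that level; inactive means mean lysis activity below 80%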
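Assay system: C. neoformans cells. Amount: yeast cell density of 5 × 10^6 cells/mL. Technique: AK luminescence. Buffer or medium: YPD. Times: static 4 h at 37 °C with compound, 1 h detection. Dosing: single-point compound dose. Read-out: lysis from increased AK signal.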
* marks the source's active call; other numbers are inactive results; / = not tested or not shown. Not all compounds are listed; rates above refer to the full screens.

SMILES | PGC1a acetyl inh | Cneo AK release
Cc1cc(C)n(C(=O)CCNC(=O)c2ccccc2Br)n1 | / | 4
NC(=O)CSc1oc(-c2ccco2)nc1S(=O)(=O)c1ccc(Br)cc1 | / | -1
O=C(N/N=C\c1ccc(-c2ccc(Cl)c(Cl)c2)o1)C(=O)N1CCCC1 | / | 3
Cc1ccc(C)c(Cn2cnc3c(cnn3C(C)(C)C)c2=O)c1 | / | -2
CCOC(=O)CC1=CSC2=NS(=O)(=O)CCN12 | / | 7
CCC(NC(=O)c1cc(COc2c(F)cccc2F)on1)c1ccncc1 (stereo not drawn) | / | -1
c1ccc2c(c1)nc(CN1CCOCC1)n1c3ccccc3nc21 | / | 14
O=C(COC(=O)C1c2ccccc2Oc2ccccc21)Nc1ccc2c(c1)OCO2 | / | 4
CCCCOc1ccccc1Cn1c(=O)oc2ccccc21 | / | 2
CCc1nn(C(C)C(=O)Nc2cccc(C)c2C)c(=O)c2cc3occc3n12 (stereo not drawn) | / | 1
CCOC(=O)c1sc(NC(=O)c2cccs2)cc1C | / | 6
CCOC(=O)C(/C=C(\C#N)C(=O)OCC)=C(/N)N1CCN(c2ccccc2)CC1 | / | -2
O=C(NC1CCCCC1)C(c1ccccc1F)N(Cc1ccco1)C(=O)Cn1nnc2ccccc21 (stereo not drawn) | / | 1
Cc1c(CCC(C)C)c(=O)n2c([nH]c3ccccc32)c1C#N | / | -1
C[C@@]12C(=O)Nc3ccc(F)cc3C(=O)N1[C@H]1c3ccccc3OC[C@@H]1[C@@H]2c1ccccc1 | / | 1
Cn1c(=O)c(C(=O)CCl)c(N)n(CC2CC2)c1=O | / | 0
Cc1cc(NC(=O)Nc2cc(F)ccc2C)n(C)n1 | / | -2
O=C(c1coc(=O)c(Br)c1)N1CCCc2ccccc21 | / | 1
O=C(c1ccccc1)c1cc(-c2ccccc2)on1 | / | 1
COC(=O)c1cc(Br)c(=O)n(CCN(C(C)C)C(C)C)c1 | / | 3
CC(C)OC(=O)CSc1nnc(-c2cnccn2)n1-c1ccccc1 | / | 17
CCN(CC)S(=O)(=O)c1ccc(Cl)c(C(=O)NC2CCCC2)c1 | / | -2
COCCCN1C(=O)C(=O)/C(=C(/O)c2ccc(OC(C)C)c(C)c2)C1c1ccncc1 (stereo not drawn) | / | 1
Cc1ccc(CCN2CC(C(=O)NCCN3CCCCCC3)CC2=O)cc1 (stereo not drawn) | / | 3
COc1cc(CO)cc(-c2cc(CO)cc(OC)c2OC)c1OC | / | 0
COCCN(C(=O)Cn1nnc2ccccc21)C(C(=O)NC1CCCC1)c1ccc(OC)cc1OC (stereo not drawn) | / | -6
CCOC(=O)c1c(C)oc(/N=C/c2ccccc2O)c1C#N | / | 4
CCCC(=O)Nc1ccc(Br)cn1 | / | -6
CCOc1ccccc1NC(=O)c1ccc(NC(=O)c2ccco2)cc1 | / | 5
CC(=O)OCC(=O)[C@@]12OC(C)(C)O[C@@H]1C[C@H]1[C@@H]3C[C@H](F)C4=CC(=O)C=C[C@]4(C)[C@@]3(F)[C@@H](O)C[C@@]12C | / | 4
Cc1ccc(N=C2C(=O)Nc3ccc(C)c(Br)c32)cc1 | / | 0
Cc1oc2c(c1C(=O)NCCO)CCCC2 | / | 4
C#CCOCCOCCOCCNc1nc(N2CCN(C(=O)[C@H](CCC(=O)O)n3cc(C(N)[C@H](C)CC)nn3)CC2)nc(N2CCN(C(=O)[C@H](Cc3ccc(O)cc3)n3cc(C(N)[C@H](C)CC)nn3)CC2)n1 (stereo partly drawn) | / | 5
CC(C)c1nnc(NC(=O)CSc2ncn[nH]2)s1 | / | 4
CC1CCCC(NC(=O)CSc2nnc(N)s2)C1C (stereo not drawn) | / | 2
Cc1ccc(Cn2c(=N)n(CC(O)c3ccco3)c3ccccc32)cc1 (stereo not drawn) | / | 1

Some of the entries so far, with tabs.
mol	PGC1a acetyl inh	Cneo AK release
CCOc1ccccc1NC(=O)c1ccc(NC(=O)c2ccco2)cc1	/	5
CC(=O)OCC(=O)[C@@]12OC(C)(C)O[C@@H]1C[C@H]1[C@@H]3C[C@H](F)C4=CC(=O)C=C[C@]4(C)[C@@]3(F)[C@@H](O)C[C@@]12C	/	4
Cc1ccc(N=C2C(=O)Nc3ccc(C)c(Br)c32)cc1	/	0
Cc1oc2c(c1C(=O)NCCO)CCCC2	/	4

The listing continues:
SMILES | PGC1a acetyl inh | Cneo AK release
CN1CCN(C(=O)C2(NC(=O)NCc3ccccc3)CCCCC2)CC1 | / | 2
O=C(Nc1ccc(Cl)cc1)OCCn1nnnc1C(c1ccccc1)N1CCOCC1 (stereo not drawn) | / | 5
O=C(Cc1c(O)c2ccccc2[nH]c1=O)OC1CCCCC1 | / | -1
CCCCCc1cc(=O)oc2c(C(CCN3CCCC(C)C3)c3cc(OC)c(OC)c(OC)c3)c(OC)cc(OC)c12 (stereo not drawn) | / | 8
O=S(=O)(Nc1ccc(S(=O)(=O)N2CCOCC2)cc1)c1ccccc1 | / | 0
C=C1CCC2C(C)(C)[C@H](O)CC[C@@]2(C)[C@@H]1COc1cc(=O)oc2ccccc12 (stereo partly drawn) | / | -2
Cc1ccccc1C(=O)Nc1ccc(S(=O)(=O)N2CCOCC2)cc1 | / | 0
CCc1nnc(NC(=O)CCC(=O)N2CCN(CCc3ccccc3)CC2)s1 | / | 7
CCCCCCn1c(SCC(=O)c2c(N)n(C)c(=O)n(C)c2=O)nc2ccccc21 | / | 0
Cc1[nH]n(-c2ccccc2)c(=O)c1C=Nc1cnc2ccccc2c1 | / | 1
O=C(NN=C1C2CC3CC(C2)CC1C3)c1ccncc1 | / | 1
COc1ccc(C(N)=O)cc1NC(=O)c1cccc(F)c1 | / | -3
Cc1cccc(N(C(=O)c2ccc(CN3CCOCC3)o2)C(C(=O)NC2CCCCC2)c2ccc(F)cc2)c1 (stereo not drawn) | / | -4
Cn1ncc(Br)c1C(=O)Nc1ccc(Cl)cn1 | / | -8
COc1cc2ccccc2cc1C(=O)OCC(=O)N1CCOCC1 | / | 1
COc1cc(/C=C/C(=O)N2CCN(C(=O)/C=C/c3cc(OC)c(OC)c(OC)c3)CC2)cc(OC)c1OC | / | -1
COC(=O)c1ccc(NC(=O)c2ccccc2NS(C)(=O)=O)cc1 | / | -5
CCN1C(=O)CC(C(C)C)N(C2CCCC2)c2nc(Nc3ccc(C(=O)NC4CCN(C)CC4)cc3OC)ncc21 (stereo not drawn) | / | 9
O=C(CCSc1nc(-c2ccco2)cc(C(F)(F)F)n1)NCc1cccs1 | / | 1
CCOc1ccccc1Oc1ccc(C(F)(F)F)cn1 | / | -1
CN(C(=O)COC(=O)c1ccc2c(c1)OCO2)C1CCS(=O)(=O)C1 (stereo not drawn) | / | 1
CCCCCC1CC(CC(=O)NC(=S)Nc2ccc([N+](=O)[O-])cc2)C(=O)O1 (stereo not drawn) | / | -2
CCC(C)n1c(-c2cccs2)nc2nc3ccccc3nc21 (stereo not drawn) | / | -1
O=C(OCC(=O)N1CCCC1)c1ccccc1OCc1ccccc1 | / | -3
O=C1CCCC2=C1C(c1ccccc1O)C1=C(CCCC1=O)O2 | / | -1
COc1ccc(CCNC(=O)CSc2nnnn2Cc2ccc3c(c2)OCO3)cc1OC | / | 1
COc1ccc(C(=O)OCC(=O)NCc2ccco2)cc1OC | / | -1
CC(=O)c1ccc(OCCCCCCCOc2ccc(C(C)=O)cc2)cc1 | / | 3
O=C(Cc1ccccc1)N/N=C/c1ccccc1OCc1ccc(Cl)cc1 | / | 7
COc1ccc(-n2nnnc2SCc2nc3ccccc3s2)cc1 | / | 2
Cc1ncc(S(=O)(=O)c2ccccc2)c(-c2ccccc2)n1 | / | 0
CC[C@]12c3[nH]c4cc(CCC(=O)N(C)C)ccc4c3CCN1C(=O)[C@@H](CC(=O)NC/C=C(\C)CCC=C(C)C)C[C@@H]2C(=O)N1CCN(C(=O)c2ccco2)CC1 | / | 2
O=C(CN1C(=O)CCC1=O)Nc1nc(-c2cccs2)cs1 | / | -1
Cc1ccc(-c2cc(C(=O)NCc3ccccn3)c3ccccc3n2)cc1 | / | 2
CC(=O)c1ccc(N2CCN(C(=O)Nc3ccc(F)cc3)CC2)cc1 | -6 | /
CS(=O)c1ccccc1COC(=O)Nc1ccccc1 (stereo not drawn) | 6 | /
Cc1cc(N2CCN(C)CC2)ccc1NC(=O)c1c2c(nc3ccccc13)CCN(Cc1ccccc1)C2 | 69* | /
Cc1ccc(NC(=O)C(c2ccccc2)N(C)C)cc1Cl (stereo not drawn) | -16 | /
CCOC(=O)CCSc1nc2c(c(C(F)(F)F)c1C#N)CCC2 | 4 | /
Clc1ccc(-c2nc3ncccn3c2Cl)cc1 | 11 | /
COc1cc(OC)c(C(=O)NCC(c2cccs2)N(C)C)cc1OC (stereo not drawn) | -14 | /
O=C(Cc1ccc(Cl)cc1)NCc1nc(-c2ccccc2)no1 | -7 | /
CCc1ccc(N2C(=O)CC(c3ccc(F)cc3)C3=C2COC3=O)cc1 (stereo not drawn) | 1 | /
O=C(Oc1c(Cl)cc(Cl)c2cccnc12)c1ccco1 | 11 | /
N/C(Cc1ccc(Cl)cc1)=N\OC(=O)c1cccc2ccccc12 | -3 | /
Cc1ccc(NC(=O)COC(=O)CC2CCCC2)cc1Cl | -3 | /
COc1cccc(/C=C/C(=O)OCC(=O)Nc2ccc(Cl)cn2)c1 | 1 | /
C/C(=N\N=C(c1ccccc1)c1ccccc1)c1ccco1 | -4 | /
CN(C(=O)CSc1nnc(-c2ccncc2)n1Cc1ccccc1)C1CCS(=O)(=O)C1 (stereo not drawn) | 4 | /
COc1ccc(C)cc1NC(=O)C(c1ccccc1)N1CCNC(=O)C1 (stereo not drawn) | -12 | /
CCOc1ccccc1NC(=O)Cn1[nH]c(=O)c2ccccc2c1=O | 0 | /
CCOc1ccc(NC(=S)NC(=O)/C=C/c2ccc(C)cc2)c([N+](=O)[O-])c1 | 8 | /
COC(=O)C1=C(C)N(c2ccc(C)c(C)c2)/C(=C/c2ccco2)C1=O | -2 | /
CC1=NN(c2nc3ccccc3[nH]2)C(=O)/C1=C/N(C)C | 4 | /
Cc1cccc(NC(=O)Nc2cccc(Oc3c(F)c(F)c(F)c(F)c3F)c2)c1 | 1 | /
N#Cc1ccccc1CSc1ccc(-c2nc3ccccc3[nH]2)cn1 | -9 | /
COc1cc(C2C=C(c3cccs3)Nc3ncnn32)cc(OC)c1OC (stereo not drawn) | 12 | /

5 compounds out of the list, arranged by count of non-hydrogen atoms, high to low:
SMILES | PGC1a acetyl inh | Cneo AK release
O=C(Cc1ccccc1)N/N=C/c1ccccc1OCc1ccc(Cl)cc1 | / | 7
COc1cc(OC)c(C(=O)NCC(c2cccs2)N(C)C)cc1OC (stereo not drawn) | -14 | /
O=C(Cc1c(O)c2ccccc2[nH]c1=O)OC1CCCCC1 | / | -1
Cc1ccc(NC(=O)COC(=O)CC2CCCC2)cc1Cl | -3 | /
Cc1ccc(N=C2C(=O)Nc3ccc(C)c(Br)c32)cc1 | / | 0

High-throughput results from PubChem BioAssay.
